hcGAS lum – human cGAS inhibition; Q8N884; recombinant h-cGAS, ATP depletion, Kinase-Glo luminescence; inhibition, % at 12.5 µM; 290,000 tested, 0.081% active; AID 1259398;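 note: 0% = vehicle reaction and 100% = reaction without DNA for no activity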
Target sequence (Q8N884 whole entry, looked up): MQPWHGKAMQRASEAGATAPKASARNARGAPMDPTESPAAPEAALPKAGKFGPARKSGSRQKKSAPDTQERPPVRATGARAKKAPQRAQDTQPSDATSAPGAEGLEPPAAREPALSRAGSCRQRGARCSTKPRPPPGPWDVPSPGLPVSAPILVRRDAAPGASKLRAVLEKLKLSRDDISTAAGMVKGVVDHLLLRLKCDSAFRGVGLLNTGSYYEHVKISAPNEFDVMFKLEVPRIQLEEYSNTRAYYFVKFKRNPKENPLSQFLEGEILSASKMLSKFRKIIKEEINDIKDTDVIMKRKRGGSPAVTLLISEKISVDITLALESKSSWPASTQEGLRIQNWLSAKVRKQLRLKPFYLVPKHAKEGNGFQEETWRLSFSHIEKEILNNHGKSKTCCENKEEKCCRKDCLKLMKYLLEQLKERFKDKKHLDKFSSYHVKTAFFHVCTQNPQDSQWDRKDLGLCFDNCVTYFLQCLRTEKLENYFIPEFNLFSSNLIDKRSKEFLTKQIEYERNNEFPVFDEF
mcGAS inh – inhibitors of mouse cGAS; Q8C6L5; recombinant cGAS, Kinase-Glo ATP depletion luminescence; inhibition, % at 12.5 µM; 160,000 tested, 0.15% active;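 note: 0% = negative control wells and 100% = reference inhibitor with no enzyme activity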
NPYLR7 ag – activates Aedes aegypti NPYLR7 receptor | HEK293T NPYLR7/Galpha15, GCaMP6s calcium fluorescence | 270,000 tested, 0.15% active | activation, % at 10 µM; in the data active = activation above about 40%;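 note: 0% = vehicle and 100% = reference agonist at the receptor; some compounds past the cut are filed as inactive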
* hit, by the source's call; . = not tested or not shown; & = joins results of further samples. Cut-off read from the data, not from the text of the source, unless noted: active = inhibition above about 40%; inactive = the rest.

Values run as follows: NPYLR7 ag	hcGAS lum	mcGAS inh
> Cc1ncc(CN(C)Cc2cn3ccccc3n2)s1
 : -2	-8	.
> CC(C)C(=O)NNC(=O)CCc1ccc(Cl)cc1Cl
 : -5	1	-2
> COc1cc(C(C#N)NC(=O)CC2=CCCCC2)cc(OC)c1OC (stereo unspecified)
 : 5	-18	.
> Cc1ccn2c(=O)c(NC(=O)c3ccco3)c(C)nc2c1
 : 6	-13	.
> Cc1ccccc1C(C)CC(=O)N(CCN(C)C)CCN(C)C (stereo unspecified)
 : -1	-13	.
> Cc1ccsc1CN(C)C(C)c1nc2sc(C)c(C)c2c(=O)[nH]1 (stereo unspecified)
 : -6	9	4
> N#CC(C#N)=C1C=C2C=C(N3CCCCC3)CCC2CC1 (stereo unspecified)
 : 116*	-12	-5
> O=C(c1cccc2[nH]c(-c3cccs3)nc12)N1CC[C@@H](O)C1
 : -1	-8	.
> CCOC(C)c1ccc(-c2cccc(N3CCNCC3)c2)cc1 (stereo unspecified)
 : 14	-3	-7
> Cc1ccc(C(=O)N2CCN(c3cc(C(C#N)c4ccncc4)ncn3)CC2)cc1[N+](=O)[O-] (stereo unspecified)
 : -1	-3	-2
> COC(=O)CCCCC(=O)N1CCN(c2nc3nccc(-c4cccs4)n3n2)CC1
 : .	-5	-7
> CC(C)n1cc(NC(=O)N2CCCCC2CO)nn1 (stereo unspecified)
 : .	1	1
> Cc1cc(O)c(CN2CCC(C(=O)N3CCOCC3)CC2)cc1C
 : -3	-5	.
> CCCCN(C=O)c1c(CC)nc2c(OCCC)cccn12
 : -16	0	0
> O=C1c2ccccc2C(=O)C1c1ccc(Cl)cc1
 : -6	-1	.
> O=C(Nc1nnc(C2CC2)s1)C(Oc1ccccc1)c1ccccc1 (stereo unspecified)
 : 9	-3	.
> COc1cc(C2NC(=S)NC(C)=C2C(N)=O)ccc1O (stereo unspecified)
 : -12	-1	.
> CCn1c2ccccc2c2cc(CN3CCCC(CCC(=O)N4CCOCC4)C3)ccc21 (stereo unspecified)
 : 10	-11	.
> Cc1nc(-c2cccc(F)c2)nc(N2CCN(C(=O)c3ccc(Cl)cc3)CC2)c1C
 : 6	6	-4
> O=C(C=Cc1ccc(F)cc1)NCc1ccco1
 : 3	-2	.
> O=C(NCc1ccc(C(=O)N2CCCCC2)cc1)NC1CCc2ccccc21 (stereo unspecified)
 : 3	-5	.
> CCc1nc(Sc2cc(C)nc(C(C)(C)C)n2)n[nH]1
 : 20	-7	-17
> COc1ccc(NC(=O)Nc2ccc(N3CCN(c4ccccc4OC)CC3)c(C(=O)NCCN3CCOCC3)c2)c(OC)c1
 : -7	-16	-6
> COCCN(Cc1ccc(C)o1)C(=O)Nc1ccc(F)cc1C
 : 3	-5	.
> CCCN(C(=O)Nc1cccc(Cl)c1)C(C)c1nc2ccccc2c(=O)n1-c1cc(OC)cc(OC)c1Br (stereo unspecified)
 : -1	-16	-6
> CCCc1ccc(S(=O)(=O)N2CCN(c3nccc(-c4cccs4)n3)CC2)cc1
 : 11	-2	-5
> O=S(=O)(NCc1cccs1)c1cc(Br)ccc1Br
 : -8	-4	.
> CC(C)COC1CCN(C(=O)C(=O)Nc2nccs2)CC1
 : 4	-7	.
> CCCSc1ncccc1C(=O)Nc1ccc(-c2ccccc2)cc1
 : -4	-5	-3
> CC(C)N(C(=O)CN1CCN(c2ccc([N+](=O)[O-])c3cnccc23)CC1)c1ccccc1
 : 1	0	0
> Cn1cnc(S(=O)(=O)Nc2cc3c(cc2C(=O)O)OCCO3)c1Cl
 : 0	7	.
> CN(C)Nc1ccc(S(N)(=O)=O)cc1[N+](=O)[O-]
 : -4	-1	.
> CCCCN(C(=O)CCSC)c1c(N)n(CCC)c(=O)[nH]c1=O
 : 9	-6	.
> O=[N+]([O-])c1ccc2c(c1)C=C1CCCCC1(N1CCCCC1)O2 (stereo unspecified)
 : 0	-2	-6
> COc1cccc(CNC(=O)CSc2ccc(-c3ccc(-n4ccnc4)cc3)nn2)c1
 : -6	0	-4
> CCOC(=O)C1(CCc2ccccc2)CCN(Cc2cccnc2)CC1
 : 9	-4	-3
> CN1[C@@H](CCC(=O)NCc2cccnc2)CNC(=O)[C@@H]2[C@H]1CCN2Cc1ncc[nH]1
 : -8	-5	-6
> Cc1cccc(C(=O)NCCn2c(C)cc3ccccc32)c1
 : 1	-10	.
> CCn1c(=O)c2c(nc3n(-c4ccc(Br)cc4)c(C)c(C)n23)n(C)c1=O
 : 0	1	.
> C=CCn1c(=O)c2c(nc3n2CC(C)CN3c2ccc(C)cc2)n(C)c1=O (stereo unspecified)
 : 11	-10	.

Two of the compounds above, tab-delimited.
compound	NPYLR7 ag	hcGAS lum	mcGAS inh
CCCCN(C(=O)CCSC)c1c(N)n(CCC)c(=O)[nH]c1=O	9	-6	.
C=CCn1c(=O)c2c(nc3n2CC(C)CN3c2ccc(C)cc2)n(C)c1=O (stereo unspecified)	11	-10	.

Further records.
Values run as follows: NPYLR7 ag	hcGAS lum	mcGAS inh
> CCOC(=O)NC(=O)CN1CCCc2cc(C)ccc21
 : -16	-12	.
> O=C(c1ccccc1)c1ccc2c(c1)OC=CO2
 : -3	3	.
> C(#CC12CC3CC(CC(C3)C1)C2)CN1CCOCC1
 : .	-1	-1
> CCCCc1nc(N2CCN(C(=O)CCC(=O)OCC)CC2)c2c3c(sc2n1)CCCC3
 : -1	-11	-3
> COC(=O)C1C(C)=NC2=C(C(=O)CC(C)(C)C2)C1c1ccc(C)o1 (stereo unspecified)
 : 1	-6	-3
> Cc1c(C)[n+]([O-])c(-c2ccc([N+](=O)[O-])cc2)n1O
 : -1	-5	.
> O=C(c1ccc(CSc2nc3ccccc3o2)cc1)N1C2CCC1CC(Oc1ccc3c(c1)OCO3)C2 (stereo unspecified)
 : 9	-9	-5
> CC(C)OC(=O)C(N)c1ccccc1 (stereo unspecified)
 : -2	-4	-8
> COc1ccccc1Cn1c(C)c(C(=O)NCc2ccc(C(F)(F)F)cc2)sc1=O
 : -8	0	.
> CCOC(=O)CNc1c(-c2ccc(OS(=O)(=O)c3cc(Cl)ccc3Cl)cc2)nc2ccc(Cl)cn12
 : -4	-2	-5
> Cn1c(CO)nc2cc(N=Cc3cc(Br)cc(Br)c3O)ccc21
 : 2	0	1
> CCCC(CCC)C(=O)NNc1cc(=O)c2c(=O)n(C)c(=O)n(C)c2[nH]1
 : 10	-5	.
> FC(F)(F)c1ccccc1C=NN1CCN(c2ccc(Cl)cc2)CC1
 : -1	-7	-6
> Cn1c(SCC(=O)Nc2sc3c(c2C#N)CCC3)nnc1C1CC1
 : -3	0	.
> COc1ccc(C(=O)N(CCc2ccccc2)CC(=O)Nc2cc(C(C)(C)C)nn2-c2ccccc2Cl)c(OC)c1
 : -8	-10	-4
> O=C(O)C1CCCN(c2nc(Cc3ccccc3)ns2)C1 (stereo unspecified)
 : 11	-8	.
> CCN(Cc1cnn(C)c1)C(=O)c1ccc(C)c(N2CCNC2=O)c1
 : 1	-5	-19
> O=C(C1CCOC1)N1CCC(n2cnc3ccccc32)CC1 (stereo unspecified)
 : 8	-3	-3
> Cc1ccc(-n2ccnc(SCC(=O)c3ccccc3)c2=O)cc1
 : -2	-1	0
> CC(C)(C)c1cc(-c2csc(Nc3ccccc3)n2)cc(C(C)(C)C)c1O
 : -12	2	-5

18 compounds already listed, ordered by length of the SMILES, ascending:
Values run as follows: NPYLR7 ag	hcGAS lum	mcGAS inh
> CC(C)OC(=O)C(N)c1ccccc1 (stereo unspecified)
 : -2	-4	-8
> O=C(c1ccccc1)c1ccc2c(c1)OC=CO2
 : -3	3	.
> CCOC(=O)NC(=O)CN1CCCc2cc(C)ccc21
 : -16	-12	.
> C(#CC12CC3CC(CC(C3)C1)C2)CN1CCOCC1
 : .	-1	-1
> Cc1cccc(C(=O)NCCn2c(C)cc3ccccc32)c1
 : 1	-10	.
> Cc1ccc(-n2ccnc(SCC(=O)c3ccccc3)c2=O)cc1
 : -2	-1	0
> Cn1c(CO)nc2cc(N=Cc3cc(Br)cc(Br)c3O)ccc21
 : 2	0	1
> FC(F)(F)c1ccccc1C=NN1CCN(c2ccc(Cl)cc2)CC1
 : -1	-7	-6
> CCN(Cc1cnn(C)c1)C(=O)c1ccc(C)c(N2CCNC2=O)c1
 : 1	-5	-19
> Cc1c(C)[n+]([O-])c(-c2ccc([N+](=O)[O-])cc2)n1O
 : -1	-5	.
> CC(C)(C)c1cc(-c2csc(Nc3ccccc3)n2)cc(C(C)(C)C)c1O
 : -12	2	-5
> COc1ccccc1Cn1c(C)c(C(=O)NCc2ccc(C(F)(F)F)cc2)sc1=O
 : -8	0	.
> CCCC(CCC)C(=O)NNc1cc(=O)c2c(=O)n(C)c(=O)n(C)c2[nH]1
 : 10	-5	.
> CCn1c(=O)c2c(nc3n(-c4ccc(Br)cc4)c(C)c(C)n23)n(C)c1=O
 : 0	1	.
> O=C(c1ccc(CSc2nc3ccccc3o2)cc1)N1C2CCC1CC(Oc1ccc3c(c1)OCO3)C2 (stereo unspecified)
 : 9	-9	-5
> CN1[C@@H](CCC(=O)NCc2cccnc2)CNC(=O)[C@@H]2[C@H]1CCN2Cc1ncc[nH]1
 : -8	-5	-6
> CCOC(=O)CNc1c(-c2ccc(OS(=O)(=O)c3cc(Cl)ccc3Cl)cc2)nc2ccc(Cl)cn12
 : -4	-2	-5
> COc1ccc(C(=O)N(CCc2ccccc2)CC(=O)Nc2cc(C(C)(C)C)nn2-c2ccccc2Cl)c(OC)c1
 : -8	-10	-4

Carrying on:
Values run as follows: NPYLR7 ag	hcGAS lum	mcGAS inh
> CC(C(=O)Nc1cccc2ncccc12)N1CCN(C(=O)C2CC2)CC1 (stereo unspecified)
 : 8	-12	-7
> CNC(=O)NC(=O)CSc1nnc(NCCc2ccccc2)s1
 : 2	0	-4
> Cn1nc(C(=O)N2CC[C@@H](c3ccc4c(c3)OCO4)[C@H](O)C2)ccc1=O
 : 1	-4	-11
> Cc1cccc(OCCN(C)Cc2cc(=O)oc3c(C)c(O)ccc23)c1
 : 2	7	1
> CCC(C(=O)Nc1c(C)nc2scc(C)n2c1=O)c1ccccc1 (stereo unspecified)
 : 13	-8	-8
> CCOC(=O)c1cn[nH]c1S(=O)(=O)Nc1ccccc1F
 : -1	-5	-11
> COc1ccc(S(=O)(=O)N(C)C)cc1NC(=O)CSc1ncnc2sc(C)c(C)c12
 : 8	3	0
> CCC(C)(O)CNc1cc(C)nc2c(OC(F)(F)F)cccc12 (stereo unspecified)
 : 3&-1	-9&-9	-17
> CCN(CC)C(=O)Oc1ccc2c(ccn2Cc2cc(C)cc(C)c2)c1NC(=O)COCCOC
 : -1	-10	-9
> CCc1nc2ccc(C(=O)NCc3cccs3)cn2c1N(CCC(C)C)CCN(C)C
 : -3	-6	-2
> O=C(CCc1ncc(-c2c(F)cccc2F)o1)N1CCN(S(=O)(=O)c2ccccc2Cl)CC1
 : 6	-5	.
> Cc1nc(CCNC(=O)c2c3c(nn2C)CCCC3)sc1C
 : -4	1	.
> CN1CCOC2CN(CC(=O)NC(c3ccccc3)C3CC3)CC21 (stereo unspecified)
 : 5	-5	.
> COc1cccc(Cn2c(=O)c(C(=O)NCc3ccccn3)nn(-c3cc(C)cc(C)c3)c2=O)c1
 : 2	-5	-8
> CCC(=O)Nc1ccc(-c2c(F)cccc2OC)c(C)n1
 : -2	-3	-20
> c1ccc2c(c1)OCC(Cn1ccnc1-c1cnc(N3CCCC3)nc1)O2 (stereo unspecified)
 : -1	-2	.
> CN(Cc1cc(-c2ccccc2)no1)C(=O)c1cn(CC2CCCO2)nn1 (stereo unspecified)
 : 6	-9	.
> O=c1ccc(=O)n(Cc2nc(CCc3ccccc3)nn2-c2ccccn2)[nH]1
 : 3	-4	-11
> Cc1ccc(NS(=O)(=O)c2cc(C)c(C(=O)O)s2)cc1
 : -2	-14	-8
> CCc1nc2ccc(C(=O)NCCCN(C)C)cn2c1N(C=O)CCC(C)C
 : -1	-3	-4
> O=C(CSc1ccccc1F)NNC(=O)c1ccc[nH]c1=O
 : -2	-9	.
> CCC(C(=O)N1CCN(C(=O)CCCSc2nnc(-c3ccc(Cl)cc3)n2-c2ccccc2)CC1C)c1ccccc1 (stereo unspecified)
 : 8	-3	-4
> COCCn1c(=O)n(Cc2cccc(F)c2F)c2cc(C(=O)O)ccc21
 : 1	-8	-9
> O=C(NCCc1cccnc1)c1cccnc1Oc1cccc([N+](=O)[O-])c1
 : -5	-7	-5

Source: PubChem (Fisher Drug Discovery Resource Center)
